NCI-60 one-dose screen, 48 h, at 10 µM unless noted. Numbers give growth in % (100 = growth as untreated, 0 = no growth, -100 = all killed).
COLO 205 = COLO 205 colon cancer. 79,000 tested, 7.3% active. AID 1794742
NCI-H226 = NCI-H226 lung cancer | 79,000 tested, 3.5% active
NCI-H460 = NCI-H460 lung cancer | 82,000 tested, 6.8% active
NCI-H522 = NCI-H522 lung cancer. 78,000 tested, 8% active
NCI-H23 = NCI-H23 lung cancer. 80,000 tested, 4% active. AID 1794731
NCI/ADR-RES = NCI/ADR-RES ovarian cells | 81,000 tested, 4.4% active
HCT-15 = HCT-15 colon cancer; 82,000 tested, 5.2% active; AID 1794746
NCI-H322M = NCI-H322M lung cancer; 80,000 tested, 2.7% active
HCT-116 = HCT-116 colon cancer; 82,000 tested, 7.3% active
Active calls of the source: *; . = no result given; & = joins results of further samples. How the source made its calls: active means growth percent below 10; inactive means the rest.

no.	Molecule	NCI-H322M	NCI-H460	NCI-H226	NCI-H23	NCI/ADR-RES
1	O=C(Nc1ccc2c(c1)sc(=O)n2Cc1ccc(Br)cc1)c1ccc(Nc2ccc(Cl)nn2)cc1	91	86	73	62	99
2	O=C1C(Cl)=C(Cl)C(Cl)(Cl)C(Cl)=C1Cl	98	107	102	95	98
3	Fc1ccc(Nc2csc(Nc3cnccn3)n2)cc1Cl	92	105	78	97	94
4	CN1CCN(Cc2ccc(NC(=O)c3cncc(C#Cc4cnc5ccc(NCCO)nn45)c3)cc2C(F)(F)F)CC1	-15*	-78*	-14*	-40*	81
5	OC1CCC(C2CCCCC2)CC1 (stereo not given)	119	104	98	99	112
6	O=C(O)c1cccc(Nc2nc3ccccc3nc2/C=C/c2ccc(Cl)cc2)c1	83	69	84	.	105
7	Oc1ccc(-c2nc3ccccc3s2)cc1	97	106	86	99	108
8	O=S(=O)(O)c1cc(N=Nc2ccccc2)c(O)c2ccccc12	91	.	94	94	100
9	COc1cc(/C=C/C(=O)N2CCCC2)c(OC)c2c1OCO2	99	101	92	98	96
10	COc1ccc(-c2nnc(-c3ccc4ccccc4c3)o2)cc1	115	110	92	92	103
11	O=C(Cl)C(Cl)(c1ccccc1)c1ccccc1	98	108	98	99	104
12	CC(=O)Nc1nc(C)c(C(=O)N/N=C/N2CCCCC2)s1	123	110	103	108	104
13	CCCCn1c(=O)c(/C=C/C(=O)/C=C(/C=C/c2cc3cc(Cl)ccc3n(CCCC)c2=O)OB(F)F)cc2cc(Cl)ccc21	87	106	110	103	109
14	COc1cccc(/C=C2/C[C@]3(C)[C@H]4CC[C@@H]5[C@@H](C(=O)/C=C/c6cccc(OC)c6)CC[C@@]5(C)[C@]4(C)CC[C@H]3C(C)(C)C2=O)c1	97	98	93	95	100
15	CC1=C(C(=O)n2nc3ccccc3n2)C(c2cccc([N+](=O)[O-])c2)C(C(=O)n2nc3ccccc3n2)=C(C)N1	102	101	96	98	103

no.	COLO 205	HCT-15	NCI-H522	HCT-116
1	79	69	81	69
2	107	107	92	100
3	113	98	82	94
4	-82*	33	-76*	0.9*
5	108	109	97	98
6	104	93	62	70
7	110	100	92	104
8	104	102	94	98
9	102	98	94	102
10	118	89	87	107
11	117	97	96	106
12	114	111	.	56
13	107	102	87	84
14	106	98	90	89
15	110	109	101	97

Other entries.
no.	Molecule	NCI-H322M	NCI-H460	NCI-H226	NCI-H23	NCI/ADR-RES
16	Cc1nc(N2CCOCC2)sc1S(N)(=O)=O	94	102	85	102	102
17	C=CCOc1ccc2c(c1)CC[C@@H]1[C@@H]2CC[C@]2(C)[C@@H](O)[C@@H](O)C[C@@H]12	92	105	106	92	98
18	N#CCCC(C#N)(C#N)CCC#N	110	112	104	103	.
19	COc1ccccc1/C=N/N1C(=O)CSC1=S	.	111	106	96	98
20	COC(=O)c1c2c(c(C)[n+]([O-])c1C)C(=O)C(NCc1ccc(F)cc1)=CC2=O	16	12	82	31	10
21	CCOc1ccc(N(C)c2ccc(/C=C/C3=[N+](C)c4ccccc4C3(C)C)cc2)cc1	57	-50*	54	4.7*	73
22	Brc1ccc(-c2cn3ccnc3c(-c3ccc4ncn(C5CCCCC5)c4c3)n2)cc1	96	87	77	92	70
23	O=C(Nc1ccc(-c2nc3ccccc3c(=O)[nH]2)cc1)c1ccccc1	90	95	76	97	93
24	O=C1Nc2ccccc2S(=O)(=O)N1c1cccnc1Cl	109	103	112	107	117
25	CC(C)(C)c1ccc(C2=C/C(=C\c3ccccc3)C(=O)N2CCc2ccc(S(N)(=O)=O)cc2)cc1	103	120	97	103	102
26	CCn1cnc2c1c(=O)[nH]c(=O)n2CC1CCC(CNS(=O)(=O)c2ccc(OC3CCOCC3)c(F)c2)CC1 (stereo not given)	67	73	56	57	96
27	O=C(c1nnc(Nc2ccccc2F)o1)c1c[nH]c2ccccc12	85	28	84	65	99
28	CCN(CC)S(=O)(=O)c1ccc(S(=O)(=O)N2CCC[C@@H](C(=O)N3CCC(F)(F)CC3)C2)cc1	88	74	84	50	62
29	COc1ccc(NC(=O)CSc2nnc(-c3ccc4nc(-c5ccc(OC)c(OC)c5)[nH]c4c3)o2)cc1OC	89	102	93	81	96
30	Cc1n[nH]c(=S)n1C	96	100	106	100	105

no.	COLO 205	HCT-15	NCI-H522	HCT-116
16	104	105	93	103
17	108	78	80	93
18	129	108	100	97
19	108	98	101	104
20	-50*	14	-12*	1.3*
21	-77*	19	.	-46*
22	103	64	65	69
23	96	88	72	81
24	113	100	96	94
25	133	99	85	96
26	45	87	39	49
27	105	57	71	47
28	101	94	56	51
29	113	108	95	98
30	94	100	74	98

(continued)
no.	Molecule	NCI-H322M	NCI-H460	NCI-H226	NCI-H23	NCI/ADR-RES
31	COC(=O)c1ccc2c(c1)C(=O)N(Cc1ccccc1)C2=O	98	106	93	101	103
32	CC(C)(C)n1nc(C2CC2)c(Br)c1NC(=O)c1ccccc1Cl	105	107	106	115	104
33	C#Cc1nc(Nc2cc(C)[nH]n2)c2ccccc2n1	-18*	-37*	-63*	-19*	9.8*
34	N#CC1(C#N)C2=C(CCCC2)NC(c2cccs2)C1(C#N)C#N (stereo not given)	109	109	92	91	96
35	CC(C)(C)c1nn(-c2ccccc2)c2c1C(=O)CSC(c1ccc(Cl)cc1)N2 (stereo not given)	88	106	100	97	94
36	COc1ccc(CN2[C@H](C)[C@@H](O)[C@@H](O)[C@H](C(C)C)N(Cc3ccccc3)S2(=O)=O)cc1	106	104	.	93	98
37	O=S(=O)(Nc1ccc(NS(=O)(=O)c2ccccc2)cc1)c1ccccc1	92	105	104	92	98
38	O=C(c1ccccc1)N1CCN(c2ccccc2)CC1	85	108	99	101	107
39	N#Cc1ccc(C2SCC(=O)N2NC(=O)C(O)(c2ccccc2)c2ccccc2)cc1 (stereo not given)	106	115	95	95	104
40	COc1cc(/C=C/C(=O)c2ccc(Nc3nc(NCCO)nc(Nc4ccc(Cl)cc4)n3)cc2)cc(OC)c1OC	90	70	.	76	89
41	N=C(N)SCc1ccc(Cl)cc1	110	88	82	97	103
42	CCCCCC(=O)N1c2ccccc2NC2=C(C(=O)CC(c3ccc(OC)c(OC)c3)C2)C1c1ccc(C(F)(F)F)cc1 (stereo not given)	71	77	65	52	59
43	NC(N)=Nc1ccc(Oc2ccnc(Nc3ccc(Cl)c(C(F)(F)F)c3)n2)cc1	86	33	73	61	103
44	CCNc1nc2ccccc2c2c(=O)c3cc(F)cc(F)c3sc12	92	97	99	98	103
45	Cc1cc(C)c(C#N)c(OCc2cc(C(C)(C)C)cc(C(C)(C)C)c2)n1	103	98	96	93	100

no.	COLO 205	HCT-15	NCI-H522	HCT-116
31	118	97	95	100
32	103	108	.	107
33	-57*	-26*	-73*	-13*
34	64	75	36	85
35	103	82	92	87
36	106	93	78	87
37	110	109	100	121
38	109	110	90	105
39	104	109	97	99
40	.	42	72	45
41	126	99	81	77
42	69	61	38	39
43	81	85	50	53
44	108	106	89	83
45	103	100	89	92

Some of these compounds in order of SMILES length, low to high:
no.	Molecule	NCI-H322M	NCI-H460	NCI-H226	NCI-H23	NCI/ADR-RES
34	N#CC1(C#N)C2=C(CCCC2)NC(c2cccs2)C1(C#N)C#N (stereo not given)	109	109	92	91	96
45	Cc1cc(C)c(C#N)c(OCc2cc(C(C)(C)C)cc(C(C)(C)C)c2)n1	103	98	96	93	100
43	NC(N)=Nc1ccc(Oc2ccnc(Nc3ccc(Cl)c(C(F)(F)F)c3)n2)cc1	86	33	73	61	103

no.	COLO 205	HCT-15	NCI-H522	HCT-116
34	64	75	36	85
45	103	100	89	92
43	81	85	50	53

(list continues)
no.	Molecule	NCI-H322M	NCI-H460	NCI-H226	NCI-H23	NCI/ADR-RES
46	COc1cccc(/C=C2\Oc3cc(C)c(Cl)c(C)c3C2=O)c1	96	90	.	82	99
47	Cc1cccc2c1N[C@@H]1N(C)c3ccccc3[C@]1(C)C2	107	108	97	98	98
48	O=C(O)C1CC(Br)C(Br)CC1C(=O)O (stereo not given)	102&96	106&112	101	98&101	106&104
49	CC(C)Cn1cnc2c(SCc3ccc(Cl)cc3)nc(N)nc21	134	105	80	80	87
50	CCC(C)C(O)CC (stereo not given)	102	106	105	106	100
51	CCC1(CC)C(=O)NC(=O)NC1(OC)OC	103	105	101	105	107
52	N#C/C(=C\c1cc(O)c(O)c(O)c1)C(N)=O	110	110	108	102	102
53	Nc1cc(F)ccc1NC(=O)c1ccc(NC(=O)C/C=C/c2cccnc2)cn1	40	30	47	32	20
54	O=C(c1ccc([N+](=O)[O-])cc1)N1CCN(c2ccnc3cc(Cl)ccc23)CC1	92	104	101	100	97
55	CCOC(=O)/C(C#N)=C(O)\C(=C\c1ccc(Cl)cc1)NC(=O)c1ccc(NC(C)=O)cc1	98	113	96	99	101
56	S=C1SCCN1Cc1ccccc1	107	107&107	95	109&93	101&96
57	COc1ccc(/C=C2\C=C(c3ccccc3)N(CCc3ccccc3)C2=O)cc1OC	8.4*	21	30	68	32
58	Cc1ccc(S(=O)(=O)N(C)c2cc(Cl)c(C(=O)O)c(Cl)c2)cc1	111	109	92	102	104
59	CC[C@]12C=CCN3CC[C@@]4(c5ccc(OC)cc5N(C)[C@H]4[C@@](O)(C(=O)OC)[C@@H]1OC(=O)CCCN1CCN(C)CC1)[C@@H]32	97	98	.	90	95
60	CCN1C(=S)N(CC)C2Nn3c(s/c(=C4\C(=O)Nc5ccccc54)c3=O)=NC21 (stereo not given)	111	111	92	.	98

no.	COLO 205	HCT-15	NCI-H522	HCT-116
46	102	64	87	78
47	96	95	104	102
48	109&108	105&95	105&91	103&106
49	93	89	69	77
50	105	96	90	104
51	118	105	80	96
52	104	89	76	93
53	1.2*	20	-5.0*	-13*
54	112	104	92	93
55	114	104	95	93
56	111&112	103&104	103&93	100&119
57	.	61	43	33
58	108	112	107	95
59	90	91	46	112
60	115	102	101	101

Following part:
no.	Molecule	NCI-H322M	NCI-H460	NCI-H226	NCI-H23	NCI/ADR-RES
61	Cc1ccc2c(c1)C(C)(C)C(C)(C)C2(C)C	97	110	86	90	92
62	CC(C(=O)O)n1c(O)c(C=Nc2cccnc2)sc1=S (stereo not given)	93	100	85	99	99
63	COc1ccc(C(=O)c2cc(OC)c(OC)c(OC)c2)cc1O	44	2.9*	85	28	-32*
64	CNc1nc2c(s1)C(c1ccc(F)cc1)CC(=O)N2 (stereo not given)	106	106	94	100	105
65	CC(C)OCCCNCC(=O)Nc1ccc(S(=O)(=O)c2ccc(NC(=O)CNCCCOC(C)C)cc2)cc1	118	95	104	101	112
66	O=C(N=Nc1c(O)[nH]c2ccc(Br)cc12)c1ccc2nc(-c3ccc(Cl)cc3)[nH]c2c1	6.5*	-19*	17	-69*	92
67	Cn1cc(C(=O)Nc2cc(C(=O)NCCC(=N)N)cn2C)cc1NC(=O)CN=C(N)N	112	107	100	.	96
68	C#CCN=C[C@]12CCC(C)(C)C[C@H]1C1=CC[C@@H]3[C@@]4(C)CCC(=O)C(C)(C)[C@@H]4CC[C@@]3(C)[C@]1(C)CC2	106	100	96	97	97
69	CCNc1ccc2ccccc2c1N=Nc1ccc(N=Nc2ccccc2)cc1	101	85	84	99	109

no.	COLO 205	HCT-15	NCI-H522	HCT-116
61	112	109	89	95
62	107	98	89	89
63	42	3.6*	12	4.2*
64	101	105	84	97
65	.	120	93	81
66	-36*	59	-47*	8.4*
67	107	103	88	91
68	107	92	102	94
69	100	104	90	72
